# GSTO1 inh: counter-screen for RBBP9 inhibitors: inhibitors of human GSTO1; hit rate 1.1% among 300,000; recombinant GSTO1, activity-based probe fluorescence polarization; P78417; AID 1974; inhibition, % at 5.96 µM;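 active = inhibition above the campaign mean inhibition plus 3 SD, cut at about 35% in these data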;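 note: 0% = GSTO1-1 with DMSO and 100% = wells lacking GSTO1-1 enzyme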
# Target sequence (P78417 whole entry, looked up): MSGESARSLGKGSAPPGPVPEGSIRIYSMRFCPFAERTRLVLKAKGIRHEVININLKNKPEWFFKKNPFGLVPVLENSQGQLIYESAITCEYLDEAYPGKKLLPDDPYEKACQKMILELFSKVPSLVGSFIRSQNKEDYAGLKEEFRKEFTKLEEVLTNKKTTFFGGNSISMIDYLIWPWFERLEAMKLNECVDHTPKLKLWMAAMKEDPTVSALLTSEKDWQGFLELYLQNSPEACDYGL
# PAD4 FP inh: inhibitors of human PAD4; recombinant PAD4, RCA probe fluorescence polarization; hit rate 0.41% among 330,000; Q9UM07; inhibition, % at 6.36 µM; AID 485272;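 active = percent inhibition above a cutoff equal to the mean of all tested compounds plus 3 SD, cut at about 15% in these data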;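 note: 0% = PAD4 with RCA probe and DMSO and 100% = probe without PAD4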
# LYPLA1 counter: blocks human lysophospholipase 1, a PME1 counter-screen. O75608. recombinant LYPLA1, FP-Rh probe fluorescence polarization. inhibition, % at 5.9 µM. hit rate 0.16% among 320,000;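 active = inhibition above the mean of all tested compounds plus 3 SD, set per campaign, cut at about 14% in these data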;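 note: inhibitors block serine hydrolase probe labeling of LYPLA1 so polarization falls; 0% = enzyme with DMSO and 100% = wells lacking LYPLA1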
# Target sequence (O75608 whole entry, looked up): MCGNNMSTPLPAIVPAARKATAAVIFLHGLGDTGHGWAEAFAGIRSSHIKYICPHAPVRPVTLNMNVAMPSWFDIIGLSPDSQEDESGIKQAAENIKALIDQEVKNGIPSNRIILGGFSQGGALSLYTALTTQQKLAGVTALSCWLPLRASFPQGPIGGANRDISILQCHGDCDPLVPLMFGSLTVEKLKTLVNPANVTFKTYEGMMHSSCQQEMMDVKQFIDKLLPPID
# PAFAH1B2 FP inh: blocks human PAF acetylhydrolase 1b catalytic subunit 2 | hit rate 1.2% among 340,000 | P68402 | recombinant PAFAH1B2, FP-rhodamine activity probe, fluorescence polarization | inhibition, % at 3.39 µM | AID 492953;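 active = inhibition above the mean of all tested compounds plus 3 SD, cut at about 24% in these data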;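 note: 0% = enzyme with DMSO and 100% = wells lacking PAFAH1B2; many of its hits are not listed in these tables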
# LYPLA2 inh: blocks human lysophospholipase 2, a PME1 counter-screen | O95372 | recombinant LYPLA2, FP-Rh probe fluorescence polarization | inhibition, % at 5.9 µM | hit rate 0.38% among 320,000;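 active = inhibition above the screen-wide mean plus 3 SD, limit set per campaign, cut at about 26% in these data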;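 note: 0% = LYPLA2 with DMSO and 100% = wells lacking LYPLA2 enzyme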
# PAFAH1B3 FP inh: blocks human PAF acetylhydrolase 1B catalytic subunit 3; Q15102; recombinant PAFAH1B3, FP-rhodamine probe, fluorescence polarization; inhibition, % at 3.39 µM; hit rate 0.28% among 340,000;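 active = inhibition above the screen-wide average of all tested compounds plus 3 SD, cut at about 25% in these data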;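 note: 0% = enzyme with DMSO only and 100% = wells lacking PAFAH1B3 protein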
# pPAFAH inh: inhibitors of human plasma PAF acetylhydrolase (pPAFAH). Q13093. recombinant pPAFAH, FP-rhodamine probe fluorescence polarization. inhibition, % at 3.39 µM. hit rate 1.5% among 330,000;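 active = inhibition above the mean inhibition across the screen plus 3 SD, cut at about 25% in these data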;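 note: inhibitors block binding of the rhodamine activity-based probe so polarization drops; 0% = enzyme with DMSO and 100% = wells lacking pPAFAH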
# Target sequence (Q13093 whole entry, looked up): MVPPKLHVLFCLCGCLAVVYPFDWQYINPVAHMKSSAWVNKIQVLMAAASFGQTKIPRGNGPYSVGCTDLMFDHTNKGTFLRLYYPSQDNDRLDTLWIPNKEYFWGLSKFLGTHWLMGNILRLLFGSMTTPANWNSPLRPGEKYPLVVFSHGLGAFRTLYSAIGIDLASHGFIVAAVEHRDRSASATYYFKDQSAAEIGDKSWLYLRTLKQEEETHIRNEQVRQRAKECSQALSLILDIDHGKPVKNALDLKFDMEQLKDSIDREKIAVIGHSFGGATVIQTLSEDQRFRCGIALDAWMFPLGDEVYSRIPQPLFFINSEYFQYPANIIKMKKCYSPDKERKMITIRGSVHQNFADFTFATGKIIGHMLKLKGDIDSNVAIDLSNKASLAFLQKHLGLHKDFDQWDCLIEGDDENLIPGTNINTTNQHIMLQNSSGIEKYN
# PREPL inh: inhibitors of human prolyl oligopeptidase-like enzyme PREPL; Q4J6C6; recombinant PREPL, fluorescence polarization activity-based probe; inhibition, % at 5.96 µM; hit rate 0.68% among 320,000; in the data active = inhibition above about 43%;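 note: 0% = enzyme with DMSO and 100% = wells lacking enzyme; many of its hits are not listed in these tables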
# PME-1 primary: PME-1 (human) inhibition | inhibition, % at 5.9 µM | Q9Y570 | recombinant PME-1, FP-Rh probe fluorescence polarization | hit rate 0.53% among 320,000;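 active = inhibition above the campaign mean of all compounds plus 3 SD, cut at about 26% in these data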;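 note: competitive labeling of PME-1 active site by serine hydrolase directed probe; 0% = PME-1 with DMSO and 100% = wells lacking PME-1 enzyme; inhibitors block probe labeling so polarization falls and inhibition rises; many of its hits are not listed in these tables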
# An asterisk follows results filed as active; nt = not tested or not shown. This is a subset. The share of hits here may be higher or lower than overall.
structure,GSTO1 inh,PAD4 FP inh,LYPLA1 counter,PAFAH1B2 FP inh,LYPLA2 inh,PAFAH1B3 FP inh,pPAFAH inh,PREPL inh,PME-1 primary
COc1ccc(CNCCCSc2ncccn2)cc1OC,3,0,2,6,-2,8,1,8,1
CCOc1c2ccc(C(=O)NCC34CC5CC(CC(C5)C3)C4)cc2nn1CC,4,1,2,11,1,-1,3,9,-2
Cc1ccc(C(=O)c2c[nH]cc2-c2ccccc2)cc1,2,-2,0,10,7,5,5,-10,-1
Brc1cccc(OCCCN2CCCCCC2)c1,3,0,-1,-1,7,7,-5,-2,-3
O=C(C1=NNC2C(=O)N(c3ccccc3)C(=O)C12)c1nc(Cl)ccc1Cl (stereo unspecified),-2,1,4,3,2,-1,4,10,4
Cc1ccc(C)c(N2CCN(C(=O)CCC(=O)Nc3nnc(C(F)(F)F)s3)CC2)c1,8,4,-2,3,-3,6,3,7,2
O=C(NCCNc1ccc([N+](=O)[O-])cc1C(F)(F)F)c1ccccc1F,2,1,-7,-1,27*,-3,-7,3,-5
O=C(CSc1nc(-c2ccccc2)cc(=O)[nH]1)N1CCc2ccccc21,-5,-1,-6,5,-3,1,3,-13,-5
Cc1ccc(CN2C(=O)CSC2c2ccccc2F)cc1 (stereo unspecified),-3,0,4,9,4,5,3,-11,0
Cc1occc1C(=O)Nc1nnc(-c2cccs2)s1,-5,-3,-2,0,-2,3,12,6,-6
COc1ccc(CCn2ccc(O)c(Cc3ccc(Cl)cc3)c2=O)cc1OC,5,1,0,2,0,0,2,9,5
C/C(CC(=O)Nc1ccc(Cl)cc1)=N\NC(=O)C(=O)NCCO,3,-2,-4,2,-7,0,-1,-2,2
C=CCNC(=O)c1cnn(-c2ccccc2)c1-c1ccccc1,3,-3,3,6,9,3,1,11,-9
Cc1cc(NC(=O)c2ccccc2Cl)n(C(C)(C)C)n1,-9,12,0,nt,-5,nt,-4,8,-3
CC(=O)N1Cc2cc(N)ccc2Oc2ccccc21,2,-2,-7,-2,-7,-5,0,0,-1
O=C(CCn1c(=S)[nH]c2ccccc2c1=O)NCCc1ccccc1,-2,0,0,3,1,-2,-2,-3,-7
CSCCC(NC(=O)COc1ccccc1)C(=O)N(C)Cc1ccc(F)cc1 (stereo unspecified),nt,-2,-4,14,-5,18,4,4,-1
O=[N+]([O-])c1ccc(Cl)c2cccnc12,-1,-1,-2,1,-5,4,-6,-4,2
O=C(Nc1cccc(Br)c1)c1ccn[nH]1,9,-1,1,-1,-2,2,-4,-11,-1
COc1ccc(OC)c(C(=O)Cn2nnc3ccccc3c2=O)c1,2,-3,-1,2,3,7,6,-1,-4
O=C1C2CC=C(Cl)CC2C(=O)N1CCCCCCN1C(=O)C2CC=C(Cl)CC2C1=O (stereo unspecified),23,-3,-2,2,1,5,18,6,7
CCc1nnc(NC(=O)c2ccc(COc3ccccc3C)o2)s1,6,1,3,1,17,8,0,-10,-3
O=C(N/N=C/c1cccnc1)C12CC3CC(CC(C3)C1)C2,3,-5,-2,5,12,2,4,5,1
Cc1ccc(C(=O)NCC(=O)OCC(=O)c2c(N)n(C)c(=O)n(C)c2=O)s1,16,9,0,2,4,5,6,3,-7
COc1ccc(OC)c(S(=O)(=O)NCc2ccccn2)c1,-1,4,-5,1,2,-3,9,-4,-3
C[C@@H](NC(=O)[C@@H]1Cc2ccccc2CN1)C(=O)Nc1ccc2c(c1)OCO2,7,-6,1,-1,5,7,-3,5,-5
COc1cc(C)c(C(C)C)cc1S(=O)(=O)n1cnc(C)c1,4,1,-3,11,1,-2,3,2,-2
COc1ccc(C(=O)NNC(=S)NC(=O)c2ccc(Cl)cc2)cc1,-7,1,-1,nt,1,nt,1,11,3
CC1CCN(C(=S)NC(=O)c2ccccc2)CC1,13,0,1,2,0,-1,-1,-17,0
CC(=O)c1cccc(OCC(=O)Nc2ccccc2N2CCOCC2)c1,nt,2,-1,-5,-2,2,2,3,-2

# Later entries
structure,GSTO1 inh,PAD4 FP inh,LYPLA1 counter,PAFAH1B2 FP inh,LYPLA2 inh,PAFAH1B3 FP inh,pPAFAH inh,PREPL inh,PME-1 primary
COc1ccc(CCNC(=O)CN(c2ccc(OC)c(OC)c2)S(C)(=O)=O)cc1OC,8,-1,3,0,4,19,-3,5,-3
COc1cccc(/C=C/c2ccc3cccc(O)c3n2)c1,13,-1,-6,2,-2,5,8,7,2
CC(COc1ccccc1)N(CCCl)Cc1ccccc1 (stereo unspecified),0,-8,0,-3,7,0,-3,-2,3
CCCc1ccc(C(=O)COC(=O)CN2C(=O)NC3(CCCCC3C)C2=O)cc1 (stereo unspecified),nt,-2,-3,2,-3,0,5,6,-3
CC(=O)N(c1ccc(C(F)(F)F)cc1)S(=O)(=O)c1ccc(N2C(=O)CCC2=O)cc1,8,-5,-5,1,-1,5,-2,12,4
O=C(NCC(=O)N(CCN1CCOCC1)C(C(=O)NC1CCCC1)c1cccnc1)c1cccs1 (stereo unspecified),8,4,0,5,-2,6,2,0,-2
COc1cccc(C(=O)NC(C)CCc2ccccc2)c1 (stereo unspecified),-1,2,-2,-1,-1,7,1,2,-4
Cc1ccc(N(C(=O)c2csnn2)C(C(=O)NC2CCCC2)c2cccnc2)c(C)c1 (stereo unspecified),4,2,0,3,-5,-4,-1,-1,6
NC1=NC(=O)C2(COC(c3cccnc3)OC2)S1 (stereo unspecified),-2,-7,0,0,3,8,3,-3,1
COc1ccccc1CNC(=O)C1CC2Cn3c(nc4ccccc43)C2N1C (stereo unspecified),12,-6,1,-1,4,14,1,9,3
CCCCN(CC)Cc1ccc(CNC(=S)Nc2ccc(C)cc2Cl)o1,11,-2,2,4,1,4,-2,11,1
CCOC(=O)c1csc(-c2sccc2Br)n1,0,-1,0,1,-8,11,1,-1,0
COC(=O)C(N)Cc1ccc(O)c(O)c1 (stereo unspecified),90*,3,12,1,16,7,14,4,9
Cc1ccccc1-c1nnc(SCC(=O)c2c(N)n(C3CC3)c(=O)[nH]c2=O)o1,nt,-1,-1,3,3,-1,0,1,19
COc1ccc2cc(C(=O)O)n(CC(=O)c3ccccc3)c2c1,-6,-4,-3,-1,3,11,3,10,4
Cc1cccc(/N=C/c2c(O)n(Cc3ccc4c(c3)OCO4)c(=O)c3ccccc23)n1,35,-11,0,5,5,2,3,15,2
CCCN(CCC)CC(O)COc1ccc2c(c1)OCO2 (stereo unspecified),9,1,2,7,4,6,-3,4,4
O=C(CSc1nc2ccc(Cl)cc2[nH]1)NCc1ccco1,14,-4,0,6,4,16,12,0,-11
Cc1ccc(S(=O)(=O)CC(=O)N2CCCC2)cc1,7,5,1,4,2,3,2,-7,-4
O=C(c1cc2ccccc2oc1=O)N(Cc1ccco1)Cc1cccs1,-5,1,0,7,0,3,6,-3,5
CCN(CC)Cc1cc2ccccc2c2c1COC2,0,-4,2,8,5,9,6,7,5
COc1ccc(CC(=O)OCC(=O)NCCNC(=O)COC(=O)Cc2ccc(OC)cc2)cc1,9,0,3,14,8,5,-1,21,4
CCOc1ccccc1NC(=O)c1ccc(Cl)c(NC(=O)CC(c2ccccc2)c2ccccc2)c1,-10,1,-12,-13,-22,-20,-7,-8,-31
CC(C)c1ccc(NC(=O)CCNC(=O)Cn2ccc3ccccc3c2=O)cc1,1,-1,-3,20,-4,-5,2,-6,-6
NC(=S)Nc1cnc2ccccc2c1,-2,-2,2,4,3,2,3,-13,-4
Cc1cc(C)cc(NC(=S)NCCN(C2CCCCC2)C2CCCC2)c1,2,-2,3,2,3,7,4,30,2
COc1ccc2[nH]c3c(=S)nc[nH]c3c2c1,5,-1,-1,-2,4,-5,4,8,6
CC(=O)NCCc1ccc(S(=O)(=O)N2CCOCC2)cc1,3,-4,2,2,2,4,-2,4,-5
CN(CC(=O)Nc1ccc(Cl)c(C(F)(F)F)c1)C(=O)c1ccc2c(c1)OCCO2,4,3,-4,0,-1,4,13,15,-7
CC1CC(=O)Nc2ccccc2N1S(=O)(=O)c1cccc(F)c1 (stereo unspecified),-4,-3,2,nt,2,nt,2,0,4

# New compounds follow:
structure,GSTO1 inh,PAD4 FP inh,LYPLA1 counter,PAFAH1B2 FP inh,LYPLA2 inh,PAFAH1B3 FP inh,pPAFAH inh,PREPL inh,PME-1 primary
COc1ccc(-c2cc(C(=O)NCCc3ccccc3)no2)cc1OC,1,5,0,2,-4,2,-1,14,-2
Cc1ccc(C(=O)Nc2cc(Cl)ccc2-n2cncn2)o1,2,1,-1,1,7,1,2,3,0
O=C(O)c1cccc2c1C(=O)c1ccc(N3CCCC3)cc1S2(=O)=O,nt,-10,-3,-3,-6,-7,1,5,-4
COc1ccccc1/C=C/C(=O)OCCN1C(=O)c2ccccc2C1=O,5,0,5,3,10,4,2,2,20
CC1CCN(S(=O)(=O)N2CCC(C(=O)NCCN3CCOCC3)CC2)CC1,5,3,2,-1,2,5,1,4,-2
CCCCN(C)/C=N/c1c(C#N)cnn1-c1ccc(C)cc1,5,0,2,2,2,9,7,-3,-6
CCOC(=O)c1cccc(NC(=O)CCc2nc(-c3ccccc3F)no2)c1,-1,-3,-4,2,-6,-2,2,-21,-2
Cc1[nH]n(CCC#N)c(=O)c1CC(=O)N1CCN(c2ccccc2)CC1,-5,-7,0,1,-1,3,-7,15,-6
Cc1nn2c3ccccc3n(CCN3CCCCC3)c2nc1=O,4,0,-1,5,1,10,-2,-5,0
COC(=O)c1cc(OC)c(OCc2cc(C(=O)OC)oc2C)c(OC)c1,-2,4,2,4,13,8,-1,15,5
CC1(C)Cc2c(cnn2-c2ccc(F)cc2)C(NC(=O)C2CCC2)C1 (stereo unspecified),2,-10,-3,0,0,11,1,13,-1
NS(=O)(=O)c1ccc(NC(=O)COC(=O)CCc2ccc(S(=O)(=O)N3CCOCC3)cc2)cc1,1,2,-1,3,6,-1,4,5,-1
COc1ccc(C2=NN(C(=O)c3cccs3)C(c3ccccc3O)C2)cc1 (stereo unspecified),11,2,-7,-2,-8,-4,-2,-3,1
CCCCOc1cccc(NC(=O)CSc2nncn2C)c1,-8,-5,1,0,4,5,-5,4,2
CC1CN(CN2C(=O)c3ccccc3C2=O)CC(C)O1 (stereo unspecified),-2,1,1,1,0,6,4,1,-2
O=C1N=c2ccccc2=C1c1sc(NS(=O)(=O)Cc2ccccc2)nc1O,2,-4,0,10,0,11,23,-6,-2
CCOc1ccc(CCNC(=O)C(C)n2nc(C)c3c(C)n(-c4ccccc4)nc3c2=O)cc1 (stereo unspecified),0,1,-1,4,5,6,1,5,-4
Cc1cccc(NC(=O)Cn2c(O)c(N=NC(N)=S)c3ccccc32)c1,-7,-6,-5,-3,-10,0,6,1,-7
CCOC(=O)C1CCN(C(=O)Nc2c(-c3ccccc3)noc2C)CC1,-6,1,0,3,-4,1,0,-5,2
CCS(=O)(=O)N1CCC(NC(=O)c2cc(OC)cc(OC)c2)CC1,-3,0,-1,0,6,17,1,-1,-1
Cc1ccc(S(=O)(=O)NC2=NCN(C(C)C)CN2)cc1,7,-1,2,1,3,11,1,-9,0
COc1cc(CNC2CCC(C)C2)cc(OC)c1 (stereo unspecified),1,-2,-2,1,8,-4,3,17,-1
O=C1N[C@@H](Cc2ccccc2)COC(=O)[C@H](Cc2ccc(F)cc2)C/C=C\C[C@@H]1CC(=O)N(CCO)Cc1ccccc1,nt,-4,nt,11,nt,5,8,32,nt
